High-throughput results: PubChem BioAssay, several laboratories
CRFR2-BP antag: blocks CRF-induced signaling of the CRF-BP/CRF-R2 complex | HEK293 CRF-R2/CRF-BP, CRF-induced calcium fluorescence | inhibition, % at 11.8 µM | 350,000 tested, 0.59% active | AID 588475;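 active = inhibition of the ligand-induced calcium signal above about 50% at the single tested concentration, limit read from the data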
CHRM5 antagonist: CHRM5 antagonism in calcium assay; P08912; CHO-hM5 cells, Fluo-8 calcium fluorescence, ACh EC80; inhibition, % at 3 µM; 360,000 tested, 0.59% active; AID 624040;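 active = inhibition above a per-plate cutoff, the mean of that plate's test compounds plus 3 SD, cut at about 27% in these data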;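 note: 0% = acetylcholine EC80 with DMSO and 100% = DMSO without agonist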
Target sequence (P08912 whole entry, looked up): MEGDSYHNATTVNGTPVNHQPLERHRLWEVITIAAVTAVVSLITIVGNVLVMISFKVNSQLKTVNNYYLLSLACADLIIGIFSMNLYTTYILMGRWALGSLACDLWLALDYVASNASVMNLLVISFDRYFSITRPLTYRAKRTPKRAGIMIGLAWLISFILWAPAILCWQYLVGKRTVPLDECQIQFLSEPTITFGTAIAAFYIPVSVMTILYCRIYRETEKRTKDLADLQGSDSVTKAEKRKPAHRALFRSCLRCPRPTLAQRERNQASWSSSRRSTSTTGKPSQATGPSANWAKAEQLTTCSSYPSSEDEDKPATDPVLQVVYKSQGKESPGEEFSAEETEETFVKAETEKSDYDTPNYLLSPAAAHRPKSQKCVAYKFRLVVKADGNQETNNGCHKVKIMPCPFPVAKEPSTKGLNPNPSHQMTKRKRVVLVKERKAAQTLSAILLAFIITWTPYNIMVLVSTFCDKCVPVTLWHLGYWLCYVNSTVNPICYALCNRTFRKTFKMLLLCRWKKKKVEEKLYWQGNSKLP
CHRM4 antagonist: CHRM4 antagonism in calcium assay; P08173; CHO-hM4 cells, ACh EC80, Fluo-8 calcium fluorescence; inhibition, % at 3 µM; 360,000 tested, 0.73% active;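 active = inhibition above its plate's cutoff, the mean inhibition of sample wells plus 3 SD, cut at about 27% in these data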;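 note: 0% = acetylcholine EC80 with DMSO and 100% = DMSO without agonist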
Target sequence (P08173 whole entry, looked up): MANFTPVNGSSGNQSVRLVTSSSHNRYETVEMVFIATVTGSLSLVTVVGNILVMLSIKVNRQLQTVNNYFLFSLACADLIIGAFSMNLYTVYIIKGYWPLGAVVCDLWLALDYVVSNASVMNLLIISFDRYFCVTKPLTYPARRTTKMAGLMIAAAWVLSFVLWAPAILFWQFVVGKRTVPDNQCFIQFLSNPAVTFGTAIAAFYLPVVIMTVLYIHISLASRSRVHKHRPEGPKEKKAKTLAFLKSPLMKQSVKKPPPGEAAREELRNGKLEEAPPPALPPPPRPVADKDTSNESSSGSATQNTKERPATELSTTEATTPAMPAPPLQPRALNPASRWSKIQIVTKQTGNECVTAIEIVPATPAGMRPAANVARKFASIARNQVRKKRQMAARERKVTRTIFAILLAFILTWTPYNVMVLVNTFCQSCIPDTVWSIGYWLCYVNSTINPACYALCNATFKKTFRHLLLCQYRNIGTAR
M4 ag: CHRM4 agonism in calcium assay | activation, % at 3 µM | CHO-K1 hM4/Gqi5, Fluo-8 calcium fluorescence; vehicle 0%, full acetylcholine response 100% | 360,000 tested, 0.14% active | AID 624127 | P08173;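 active = activation above the run mean over all test wells plus 3 SD, cut at about 32% in these data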;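 note: peak over basal fluorescence ratio per well then scaled between controls; 0% = DMSO wells and 100% = acetylcholine at EC100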
CHRM5 PAM: potentiates acetylcholine response at human M5 receptor; CHO-K1 hM5, Fluo-8 calcium, ACh EC20 PAM; 0% = ACh EC20, 100% = ACh EC100; activation, % at 3 µM; 360,000 tested, 0.3% active; AID 624038;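 active = activation above the run cutoff, the mean activation of all test compounds plus 3 SD, cut at about 18% in these data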
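Test system: CHO-K1 hM5 cells / Doses: single-point, 3 µM nominal / Times: Post-acetylcholine fluorescence recording 140 s / Technique: Fluo-8 calcium fluorescence / Measure: Max/basal fluorescence ratio as % of EC20–EC100 ACh window / Benchmarks: low control EC20 acetylcholine (0%), high control EC100 acetylcholine (100%) / Replicates: one well per compound, no replicates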
IDE cell inh: cellular human IDE inhibition; inhibition, % at 5.59 µM; P14735; HEK cells, FAbetaB cleavage, fluorescence polarization; 320,000 tested, 0.41% active;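 active = percent inhibition above the average of all tested compounds plus 3 SD, set per screening campaign, cut at about 16% in these data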;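 note: IDE supplied by intact live HEK cells; FP after avidin binding of uncleaved biotin substrate so inhibition keeps polarization high; 0% = DMSO wells and 100% = 60 µM reference IDE inhibitor Ii1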
M5 ag: agonists of human muscarinic M5 receptor (CHRM5); AID 624037; activation, % at 3 µM; 360,000 tested, 0.19% active; CHO-K1 hM5 cells, Fluo-8 calcium fluorescence; 0% DMSO wells, 100% maximal acetylcholine response;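 active = activation above the run's mean over test compounds plus 3 SD, cut at about 23% in these data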;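 note: signal is peak over basal fluorescence ratio across the kinetic read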
CRFR2-BP ag: CRF-BP/CRF-R2 complex agonism; HEK293 CRF-R2/CRF-BP, calcium dye fluorescence (FLIPR); percent of saturating CRF peptide response; activation, % at 13.2 µM; 350,000 tested, 0.46% active; AID 588473;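 active = activation of at least 50%, plus an integration ratio under a set limit after plate pattern correction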;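 note: plate controls were neutral control wells without compound for no effect and CRF at EC100 for full effect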
M4 PAM: potentiates acetylcholine response at human M4 receptor; 360,000 tested, 0.4% active; CHO-K1 hM4/Gqi5, Fluo-8 calcium fluorescence, ACh EC20; 0% = ACh EC20, 100% = maximal ACh; activation, % at 3 µM;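 active = activation above its plate's cutoff, the mean activation of sample wells plus 3 SD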; note: some results filed as inactive read as strong as hits
The depositor's hits bear a star; / = not tested or not shown.

CRFR2-BP antag	CHRM5 antagonist	CHRM4 antagonist	M4 ag	CHRM5 PAM	IDE cell inh	M5 ag	CRFR2-BP ag	M4 PAM	SMILES
2	5	5	0	1	3	1	-0.4	0	COc1ccc(NC(=O)CC2C(=O)NCCN2C(=O)c2ccccc2)cc1 (stereo unspecified)
2	-6	13	1	2	2	3	1.9	4	CSc1nc(-c2ccccc2)[nH]c(=S)c1C(C)=O
31	-3	7	1	-12	/	-8	-0.7	-14	C=CC[n+]1c(-c2ccc(C)cc2)csc1Nc1ccc(NC(C)=O)cc1
9	-5	1	0	-4	3	0	-1.1	18	Cc1ccc(C(C)NC(=O)c2ccco2)cc1 (stereo unspecified)
0	0	7	1	5	-1	-1	4.0	10	CC(NC(=O)/C(C#N)=C/c1ccco1)c1ccccc1 (stereo unspecified)
-4	10	-12	17	-12	6	3	-1.3	-2	COc1ccc(S(=O)(=O)N2CCCCC2)cc1NC(=O)c1ccc(Cl)nc1
-5	-3	-5	0	4	4	1	0.3	-2	Cc1ccc(N2C(=O)C3C=NNC3C2=O)cc1 (stereo unspecified)
-21	-8	-5	1	15	-3	0	-2.0	10	Cc1cc(C)c(C#N)c(Sc2ccccc2N)n1
-10	-3	16	0	0	3	0	-0.9	-8	O=C(CSc1ncnc2c1cnn2-c1ccc(Cl)cc1)NCc1ccc2c(c1)OCO2
4	-4	3	-1	-2	-2	-2	0.3	-9	CCc1ccc(NC(=O)CN2CCc3ccccc3C2)cc1
8	18	-4	0	4	/	1	1.1	-1	Cc1ccc(Cc2ccccc2C(=O)O)cc1
-4	-7	-9	0	7	1	0	-0.5	2	O=C(NCC(c1ccco1)N1CCCC1)c1cc(=O)[nH]c2ccccc12 (stereo unspecified)
2	1	-10	2	6	4	4	-1.4	5	CCCNC(=O)COC(=O)c1cc(C)nc2ccccc12
8	11	4	2	-3	-4	-3	0.0	-2	O=C(CSc1ncn[nH]1)Nc1ccc(Cl)c(Cl)c1
4	3	0	-1	5	-2	-3	-2.0	2	CCSc1nnc2c(n1)OC=Nc1ccc(Br)cc1-2
/	1	-8	1	1	/	3	/	-1	COCCCN1C(=O)C(CC(=O)NCCN2CCOCC2)CC(C(=O)N(C)C)=C1C (stereo unspecified)
-22	17	-2	2	-6	5	-5	-2.0	3	CC(C)c1ccc(S(=O)(=O)N2CCN(C(=O)c3ccc(N4CCCC4)c([N+](=O)[O-])c3)CC2)cc1
5	1	-20	-1	-7	12	-5	-1.1	6	Cc1ccc(OCCC(=O)OCC(=O)NCc2ccccc2)cc1
8	5	12	2	-4	0	-1	-1.5	-2	CCn1c(O)c(N=NC(=O)C2C(=O)NCC2c2ccccc2)c2ccccc21 (stereo unspecified)
5	8	0	1	5	-2	1	-1.6	-3	N#C/C(=C\c1ccncc1)C(=O)Nc1ccc(C(=O)O)cc1

An excerpt from above, showing only CRFR2-BP ag, M5 ag and M4 PAM.
compound	CRFR2-BP ag	M5 ag	M4 PAM
O=C(CSc1ncnc2c1cnn2-c1ccc(Cl)cc1)NCc1ccc2c(c1)OCO2	-0.9	0	-8
CC(NC(=O)/C(C#N)=C/c1ccco1)c1ccccc1 (stereo unspecified)	4.0	-1	10
COCCCN1C(=O)C(CC(=O)NCCN2CCOCC2)CC(C(=O)N(C)C)=C1C (stereo unspecified)	/	3	-1

Next section:
CRFR2-BP antag	CHRM5 antagonist	CHRM4 antagonist	M4 ag	CHRM5 PAM	IDE cell inh	M5 ag	CRFR2-BP ag	M4 PAM	SMILES
-6	4	-17	8	-2	-1	2	0.9	-6	COc1cc(NC(=O)COc2ccccc2)ccc1NC(=O)c1ccco1
6	10	4	2	-7	3	-7	2.1	-13	C=CCSc1nc2sc3c(c2c(=O)n1-c1ccccc1)CCN(C)C3
-5	-8	1	-1	2	4	-4	-2.3	0	Cc1ccc(-n2c(C)cc(/C=N/NC(N)=S)c2C)cc1
-12	-9	4	4	-2	-1	2	-0.1	9	O=C(c1ccc2c(c1)OCCO2)C1CCN(C(=O)c2ccc(F)c(F)c2)CC1
8	6	13	1	4	4	2	0.2	19	Cc1ccc(Cn2nnc3c(=O)n(CC(=O)N4CCCCC4)cnc32)cc1
16	-5	0	0	5	0	-3	1.6	-6	COCCNC(=O)C(OC(=O)c1cccs1)c1ccc(F)cc1 (stereo unspecified)
-14	3	-1	5	-9	-1	4	0.2	-2	COc1ccc(-c2nnn(CC(=O)NCc3cccs3)n2)cc1OC
3	-1	-4	3	-7	-2	3	1.6	1	O=C(CSc1nnc2ccccn12)Nc1cccc(-c2nc3ccccc3s2)c1
-4	-2	-6	2	-5	4	-5	2.8	-1	Cc1nc2sc(C(c3ccco3)N3CCN(C(c4ccccc4)c4ccccc4)CC3)c(O)n2n1 (stereo unspecified)
-10	2	2	-1	0	2	-4	-0.7	-1	CCCC(C)C(=O)Nc1ccc(Cl)cn1 (stereo unspecified)
2	-10	-14	8	-3	-1	3	-2.6	3	COc1ccc(CNC(=O)COC(=O)CC2CC3CCC2C3)cc1OC (stereo unspecified)
5	2	-5	0	3	/	1	-1.2	8	O=C(COC(=O)c1c(F)cccc1Cl)NC1CCCCC1
16	1	2	3	7	2	1	-0.1	4	C=CCNC(=S)NNC(=O)c1ccncc1
17	16	6	0	-5	2	-3	-1.3	2	Cc1cccc(C(=O)Oc2ccccc2C(=O)N2CCOCC2)c1
0	-10	0	3	2	-3	-2	-1.9	4	O=S(=O)(Nc1cccc(-c2cn3c(n2)SCC3)c1)c1ccccc1
14	11	0	1	1	0	-4	-0.2	4	COc1ccc(NC(=O)C2CCCN(c3nc(C)cc(C)n3)C2)cc1 (stereo unspecified)
-33	10	-1	20	-5	15	2	17	-21	COc1cc(/C=C/C(=O)c2ccc3c(c2)OCCO3)cc(Br)c1OCC(=O)N(C)C
-24	-7	5	0	-1	2	-10	-2.0	-4	CC(Sc1nnnn1-c1ccccc1)C(=O)Nc1ccc(Cl)cn1 (stereo unspecified)
4	6	6	1	14	3	3	-3.5	17	CC(C)Cn1c(=O)c(C(=O)NCc2ccccn2)c(O)c2ccccc21
7	15	5	0	-4	1	-3	-0.3	-4	O=C(c1cc(-c2ccc(Cl)cc2)n[nH]1)N1CCc2ccccc2C1

Carrying on:
CRFR2-BP antag	CHRM5 antagonist	CHRM4 antagonist	M4 ag	CHRM5 PAM	IDE cell inh	M5 ag	CRFR2-BP ag	M4 PAM	SMILES
2	13	0	16	-10	0	-1	0.8	-12	NC(=O)CSc1nccn1Cc1ccccc1
1	17	3	1	-5	4	-4	-0.6	-1	Cc1ccc(CS(=O)Cc2ccc(C(=O)NC3CCC(C)CC3)o2)cc1 (stereo unspecified)
4	2	9	2	-6	9	-5	1.3	-6	O=c1oc2ccccc2n1CCCCCn1c(=O)oc2ccccc21
-10	15	1	1	-1	/	-2	-0.6	1	CC(=O)C1CCC2C3CC(C)C4(O)CC(=O)CCC4(C)C3C(O)CC12C (stereo unspecified)
19	-11	-7	0	-3	4	0	1.2	1	Cc1ccc(-c2csc(NC(=O)CCCc3cccs3)n2)cc1
-4	-4	1	19	-3	2	-5	0.0	6	CC1CCCCN1C(=S)NCCc1ccccc1 (stereo unspecified)
-11	8	5	13	-5	5	3	0.9	-13	O=C(Nc1cccc(NC(=O)c2cc([N+](=O)[O-])ccc2Cl)n1)c1cc([N+](=O)[O-])ccc1Cl
-11	2	4	0	0	7	-8	0.0	4	Cn1c(CSc2nc3ccccc3s2)nnc1SCC(=O)NCCCN1CCOCC1
5	7	-6	1	0	11	7	3.9	5	COc1ccc(C(=O)Nc2ccc3oc(-c4cccnc4)nc3c2)cc1OC
4	7	6	0	0	2	-3	0.6	-1	O=C(NCc1ccc2c(c1)OCO2)C1CC(=O)N(c2ccc(F)cc2)C1 (stereo unspecified)
-21	9	4	18	-16	4	8	2.6	-16	CC(=O)Nc1ccc(S(=O)(=O)N2CCN(CCCOc3ccccc3Cl)CC2)cc1
14	3	1	1	3	-1	-3	-2.3	7	CCCCN(C)CCNC(=O)c1cc2cc3ccc(OC)cc3nc2o1
-44	0	7	4	-2	1	2	0.0	0	CC(=O)NCCC(=O)N1CCc2c([nH]c3ccccc23)C1c1cccc(Cl)c1 (stereo unspecified)
15	3	1	3	-4	2	-3	0.3	1	Cc1nc2ccccc2n1CSc1ccccc1
-12	-2	-3	2	0	2	-2	-0.5	2	O=C(CCc1ccccc1)N1CCCN(C(=O)CCc2ccccc2)CC1
0	9	2	2	-4	3	-3	-0.1	9	COC(=O)Cc1csc(NCc2ccccc2)n1
17	-10	-14	1	-2	/	-3	0.3	-7	CN(Cc1ccccc1)C(=O)c1cccc(NC(=O)Cc2ccc(NC(=O)C3CCCN(C(=O)C4CC4)C3)cc2)c1 (stereo unspecified)
-17	-2	-14	1	-1	/	1	1.0	5	CCCCCCCCNCCS(=O)(=O)NCCCCCCCC
-13	2	0	1	-2	3	0	4.3	3	CN(C)N=Nc1nc[nH]c1C(N)=O
17	3	-4	0	1	/	-1	1.4	4	Cc1ccc(CSc2ccc(S(=O)(=O)N3CCCCC3)cn2)cc1
-19	2	10	0	3	2	2	1.2	5	Cc1cccc(NC(=O)CC2SC(=O)N(c3ccccc3)C2=O)c1 (stereo unspecified)

6 compounds already listed, arranged by length of the SMILES, rising.
CRFR2-BP antag	CHRM5 antagonist	CHRM4 antagonist	M4 ag	CHRM5 PAM	IDE cell inh	M5 ag	CRFR2-BP ag	M4 PAM	SMILES
-13	2	0	1	-2	3	0	4.3	3	CN(C)N=Nc1nc[nH]c1C(N)=O
-17	-2	-14	1	-1	/	1	1.0	5	CCCCCCCCNCCS(=O)(=O)NCCCCCCCC
19	-11	-7	0	-3	4	0	1.2	1	Cc1ccc(-c2csc(NC(=O)CCCc3cccs3)n2)cc1
-19	2	10	0	3	2	2	1.2	5	Cc1cccc(NC(=O)CC2SC(=O)N(c3ccccc3)C2=O)c1 (stereo unspecified)
-11	2	4	0	0	7	-8	0.0	4	Cn1c(CSc2nc3ccccc3s2)nnc1SCC(=O)NCCCN1CCOCC1
-44	0	7	4	-2	1	2	0.0	0	CC(=O)NCCC(=O)N1CCc2c([nH]c3ccccc23)C1c1cccc(Cl)c1 (stereo unspecified)
